mcGAS MS inh: inhibitors of mouse cGAS. Q8C6L5. actives 0.18% (n = 130,000). recombinant mouse cGAS, cGAMP by RapidFire MS. AID 1259397. inhibition, % at 12.5 µM;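 active means inhibition of cGAS enzyme activity at or above 60%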;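 further: enzyme stimulated by 45 bp dsDNA with ATP and GTP substrates; cGAMP share of summed cGAMP plus half ATP and half GTP signals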
Target sequence (Q8C6L5 whole entry, looked up): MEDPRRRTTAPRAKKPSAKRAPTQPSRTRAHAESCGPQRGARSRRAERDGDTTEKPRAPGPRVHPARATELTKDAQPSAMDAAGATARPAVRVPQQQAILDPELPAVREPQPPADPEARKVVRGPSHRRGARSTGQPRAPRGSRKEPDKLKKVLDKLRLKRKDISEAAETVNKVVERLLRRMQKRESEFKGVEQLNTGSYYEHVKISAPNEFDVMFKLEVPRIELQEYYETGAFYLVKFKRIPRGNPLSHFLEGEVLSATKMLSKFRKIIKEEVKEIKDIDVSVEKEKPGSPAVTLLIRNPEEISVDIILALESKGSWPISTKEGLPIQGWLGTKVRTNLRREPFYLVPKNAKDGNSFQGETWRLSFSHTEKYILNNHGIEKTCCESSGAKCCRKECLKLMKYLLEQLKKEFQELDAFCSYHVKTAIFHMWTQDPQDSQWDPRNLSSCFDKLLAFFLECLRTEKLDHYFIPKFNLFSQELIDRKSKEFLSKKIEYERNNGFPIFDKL
* hit, by the source's call; & = joins results of further samples. Not all compounds are listed; rates above refer to the full screens.

SMILES	mcGAS MS inh
CCCCn1c(O)c(C=Nc2ccc(C(C)C)cc2)c(C)c(C#N)c1=O	-9
CC(=O)Nc1cncc(-c2cccc(C(=O)N3CCOCC3)c2)n1	-3
CCN(Cc1ccccc1)C(=O)Nc1ccccc1SC(F)F	-10
O=C(C1=Cc2ccccc2OC=C1)N1CCOC(C(F)(F)F)C1 (centres undefined)	-23
COC(=O)c1c(C)oc2ccc(N(C(=O)c3ccncc3)S(=O)(=O)c3ccccc3)cc12	-6
Cn1cnc2c1c(=O)n(CCn1c(=O)c3c(ncn3C)n(C)c1=O)c(=O)n2C	-6
CC(C)Nc1ncccc1C(=O)N1CCC(n2c(=O)[nH]c3ccccc32)CC1	-8
CC(=O)N1CCc2cc(NC(=O)c3cccnc3N3CCCCC3)ccc21	-3
O=C(N=C1N=C2N=CC=CN2Cc2ccccc21)C1CCCCC1	6
COc1cccc(COc2cn(C)c(C(=O)NC(C)c3ccccc3)cc2=O)c1 (centres undefined)	-6
Cc1nn(C)cc1-c1csc(NCCc2ccccn2)n1	-3
O=Nc1ccc(O)c2ncccc12	13
Cc1c(C(=O)NCc2ccc(F)cc2)sc(=O)n1Cc1cccc(F)c1	-14
COc1cc(N2CCN(Cc3ccc(C(C)(C)C)cc3)CC2)nc(N)n1	-8
COc1cc2oc(=O)cc(C)c2c(OC)c1OC(C)=O	-1
CCC1(c2ccccc2)NC(=O)N(Cc2ccc(F)cc2Cl)C1=O (centres undefined)	-1
Cc1nn2cnc3ccc(Br)cc3c2nc1=O	-5
O=C(NCC(=O)N1CCCCC1)c1ccc(Cl)cc1I	8
CN(C)C(CNS(=O)(=O)c1cc(Cl)ccc1Cl)c1cccn1C (centres undefined)	6
COc1ccc(C2(CNC(=O)c3cc(C)nn3C)CCCCC2)cc1	-4
CCOC(=O)c1c(NC(=O)c2ccnc(C)n2)sc2c1CCSC2	-3
Cc1cnc2c(C(=O)NCC3CC(C(C)C)=NO3)cnn2c1 (centres undefined)	-11&-10
c1ccc(-n2cc(CN3CCNCC3)cn2)cc1	-1
Cn1ccnc1-c1cc(Cl)c2c(c1)CC(CN)O2 (centres undefined)	-14
Clc1ccc(C2=Nc3ncnn3C(c3ccccc3Cl)C2)cc1 (centres undefined)	-9
Cn1ccc2c1CCCC2C(=O)NCc1ccncc1 (centres undefined)	0
CCOC(=O)C1CCN(C(c2cccc(OC)c2)C2Sc3nc(C)nn3C2=O)CC1 (centres undefined)	-11
COC(=O)C1(C)CCN(C(=O)c2cc[nH]c2C)C1 (centres undefined)	1
O=C1C2C3C=CC(C3)C2C(=O)N1c1ccccc1[N+](=O)[O-] (centres undefined)	2
CC1CN(C(=O)C2CSC3(C)CCC(=O)N23)C(=Nc2ccc(Cl)cc2)S1 (centres undefined)	-5

Random excerpt: 5 entries already listed
SMILES	mcGAS MS inh
O=C(C1=Cc2ccccc2OC=C1)N1CCOC(C(F)(F)F)C1 (centres undefined)	-23
COc1cc(N2CCN(Cc3ccc(C(C)(C)C)cc3)CC2)nc(N)n1	-8
CC(=O)N1CCc2cc(NC(=O)c3cccnc3N3CCCCC3)ccc21	-3
O=C(N=C1N=C2N=CC=CN2Cc2ccccc21)C1CCCCC1	6
CC(C)Nc1ncccc1C(=O)N1CCC(n2c(=O)[nH]c3ccccc32)CC1	-8

New compounds follow.
SMILES	mcGAS MS inh
Cc1cnc(-c2ccc(C(C)N3CCOCC3)cc2)c(Cl)c1 (centres undefined)	-42
O=c1cc(-c2ccccc2)[nH]c(=S)[nH]1	25
Cc1oc(C(C)C)cc1C(=O)NCCC1CCCN(C)C1 (centres undefined)	-6
COc1c(Cl)ccc(Cl)c1C(=O)O	98*
C#Cc1cccc(N(C)C(=O)c2ccc(CN3CCN(C)CC3)cc2)c1	-7
Cc1c(C)n2c3c(=O)n(CCN4CCOCC4)c(=O)n(C)c3nc2n1C(C)C	-1
Cc1cc(C)cc(-n2nc3c(c2NC(=O)C(C)C)CSC3)c1	-3
O=C(O)COc1ccc(/C=C(/Cl)c2nc3ccccc3o2)cc1	-4
Cc1cc(Cl)cc(C)c1OCC(=O)Nc1ccccc1N1CCCC1=O	-1
CC(C)N(C)CC(=O)Nc1ccc(N2CCc3sccc3C2)cc1	-2
CC1(C)CC(=O)C2=C(C1)OC(c1ccco1)C(C#N)C2=N (centres undefined)	0
Cc1cc(C)n(-c2nc3ccccc3c3nc(C)nn23)n1	-39
CN(C)C1CCCN(C(=O)Nc2cc(F)cc(N3CCCC3)c2)C1 (centres undefined)	-8
NC(=O)CN(Cc1ccc(Cl)cc1)c1ccc2[nH]c(=O)[nH]c2c1	6
CC1=C(C(=O)OC(C)C)C(c2c(O)ccc3ccccc23)NC(=O)N1C (centres undefined)	-4
c1cncc(CN(Cc2ccc3c(c2)OCO3)Cc2cccc3nonc23)c1	-18
CC(=O)c1ccc(OCc2cc(C(=O)N3CCCCC3CCO)no2)cc1 (centres undefined)	-5
Cc1ccsc1[C@@H]1CCN(Cc2cccc3c2OCO3)C[C@H]1O	-31
CC(NC(=O)c1ccc[nH]c1=O)c1ccc(Cl)c(Cl)c1 (centres undefined)	-4
CNC(=O)c1ccc(CNC(=O)c2cccc(-c3ccccc3OC)c2)o1	-5
CCc1nc(C)c(C(=O)NCCc2ccc(-c3csc(C)n3)s2)s1	6
Cc1cccc(NC(=O)CNC(C)c2ccc(Cl)cc2)c1C (centres undefined)	-33
CCCN=C1CC(C)(C)C(C(=O)OC)C(O)=C1C(=O)CCC (centres undefined)	47
CCc1ccc(S(=O)(=O)N2CCC(CO)(Cc3ccc(OC)cc3)CC2)s1	-12
Cc1ccc(C2CC(=O)c3cnn(-c4nc5ccccc5[nH]4)c3C2)cc1 (centres undefined)	-18
Cn1cc(C(=O)NC2CCCCC2)c2[nH]c(=O)n(-c3ccccc3)c(=O)c21	-29
COc1coc(C(=O)NC(C)CCc2ccccc2)cc1=O (centres undefined)	-7
c1nc2c([nH]1)CCN(C[C@@H]1CCCN3CCCC[C@H]13)C21CCCCC1	7
Cc1cccc2c(N=Nc3ncc(Cl)cc3Cl)c(O)[nH]c12	-2
CNc1cccc(-c2ccc(O)cc2C)n1	-3

Given as a markdown table: part of the list above
| Molecule | mcGAS MS inh |
| --- | --- |
| O=C(N=C1N=C2N=CC=CN2Cc2ccccc21)C1CCCCC1 | 6 |
| COc1cccc(COc2cn(C)c(C(=O)NC(C)c3ccccc3)cc2=O)c1 (centres undefined) | -6 |
| Cc1nn(C)cc1-c1csc(NCCc2ccccn2)n1 | -3 |
| O=Nc1ccc(O)c2ncccc12 | 13 |
| Cc1c(C(=O)NCc2ccc(F)cc2)sc(=O)n1Cc1cccc(F)c1 | -14 |

(listing goes on)
SMILES	mcGAS MS inh
COC(=O)c1ccoc1COC(=O)c1cccc2c1OC(C)C2C (centres undefined)	-5
CCC(Nc1nc(COC)nc2c1cnn2C)c1ccnn1C (centres undefined)	-24
O=C(OCc1c(F)cccc1Cl)C1Cc2cc(Cl)ccc2O1 (centres undefined)	-11
O=C(C1=CCCCC1)N1CCc2ccc(NC(=O)C3(c4ccccc4)CC3)cc2C1	0
CC(NC(=O)c1ccc(S(C)(=O)=O)cc1)C(C)(C)C (centres undefined)	1
CCNC(=O)N1CCC(NS(=O)(=O)NCc2ccccc2)CC1	-5
COc1ccc(COn2c(=O)c(-c3ccc(-c4ccccc4)cc3)[n+]([O-])c3ccccc32)cc1	-3
Cc1ccc(N=C2NC(=O)/C(=C/c3ccccc3)S2)cc1	-4
COc1ccc2nc(CN3CCN(CC(=O)NC(C)C)CC3)[nH]c2c1	-2
CN1CC2(CCCN(C(=O)c3cc(=O)n(-c4ccccc4)[nH]3)C2)OC1=O (centres undefined)	-18
Nc1ccc(Sc2ccc(Br)cc2)cc1	-12
COc1ccc(CC(=O)OCc2cc(-c3cc4ccccc4o3)on2)cc1	-6
CC1CCc2c(sc(=O)n2CC(=O)Nc2cc(F)ccc2F)C1 (centres undefined)	-8
CCN(CC)S(=O)(=O)c1ccc(NC(C)CCc2ccccc2)nc1 (centres undefined)	-6
COc1cccc(-c2ccc(CNC(=O)c3n[nH]c(=O)[nH]3)cc2)c1	0
COc1cccc(OCC(O)CN2CCC(CN3C(=O)c4cccc5cccc(c45)C3=O)CC2)c1 (centres undefined)	-4
Cc1noc(C)c1CNC(=O)[C@H](N)CC(C)C	-2
COc1ccc(C(=O)Nc2ccc3c(c2)CCC(=O)N3CCC(C)C)c(OC)c1	-3
Cc1nc(Cl)cc(Sc2nnc(N3CCCC3)s2)n1	-42
Cc1cc(CC(C)NC(=O)C2=NNC(=O)CC2)n[nH]1 (centres undefined)	-11
CCN(CC)S(=O)(=O)c1ccc(C(=O)Nc2c3c(nn2-c2cc(C)cc(C)c2)CSC3)cc1	-7
O=C(NCC1CCCN(Cc2cccc(-n3cccn3)c2)C1)c1ccc(F)cc1 (centres undefined)	-3
COc1ccc(CNCc2ccco2)cc1OS(C)(=O)=O	-6
CC1(C(=O)Nc2ccc3c(c2)OCO3)CCN1CC1CCCCC1 (centres undefined)	-5
CCOc1ccccc1-c1nccn1C1CCN(Cc2ccccn2)CC1	1
O=C(N1CCC2(CCOCC2)CC1)C1(Nc2ccccc2)CCCC1	-2
CCN(CC)Cc1cnc2c(C(=O)NCc3nccs3)cnn2c1	-21
Cc1cccc(S(=O)(=O)N2CCN(c3nc4ccccc4c4nnc(-c5ccco5)n34)CC2C)c1 (centres undefined)	-12
CC1CCCN(CCN2CCN(c3ccc(F)cc3)CC2)C1 (centres undefined)	-3
Cc1cc(=O)[nH]c(SC(C)C(=O)N2CC3C[C@@H]4CC2C[C@H](C3)C4)n1 (some centres undefined)	-4
O=C(NCc1cccc2ccccc12)NCc1nnnn1-c1ccc(F)cc1	2
Cc1cc(N2CC[C@@H](N3CCOCC3)[C@H](O)C2)c2cc3c(cc2n1)OCO3	-25
CCN1C(=O)c2ccccc2N2C(=O)CCC12C(=O)Nc1cccc(C)c1 (centres undefined)	-7
CCc1nc2c(N3C[C@H]4C[C@H](O)[C@@H](O)C[C@H]4C3)ncnc2o1	-11
CNC(=O)NC(=O)CSc1nnc(-c2ccncc2)n1Cc1ccccc1	0
CCCC(C)N(C)C(=O)/C=C/c1cnccn1 (centres undefined)	-2
CCC(C)n1ncc2c(C(=O)N3CCCCC3C(=O)N3CCCC3)cc(C)nc21 (centres undefined)	-1
CC(=O)c1ccc(S(=O)(=O)N2CCN(c3ccc(C(F)(F)F)cn3)CC2)cc1	-7
Oc1cccc(-c2nccn2C2CCCC2)c1	-21
COc1ccc(NC(=O)c2sc(=O)n(Cc3ccc(F)c(Cl)c3)c2C)cc1OC	-7
CC(C(=O)NC1CCCC1)N(C)Cc1cc(-c2cccnc2)no1 (centres undefined)	13
COc1ccc(F)c(CNC2CC(=O)N(CC(C)(C)C)C2)c1 (centres undefined)	-4
Cc1c(Br)cccc1NC(=O)C1(C)CCN1Cc1cc2ccccc2o1 (centres undefined)	-10
C/C=C/Cc1nnc(C(=O)N2CCC(O)(CO)C2)o1 (centres undefined)	-16
O=C(c1cc(-c2ccccc2)on1)N1C[C@H](O)[C@@H](N2CCOCC2)C1	-16

4 successive entries out of the list so far, quoted:
SMILES	mcGAS MS inh
COc1ccc(F)c(CNC2CC(=O)N(CC(C)(C)C)C2)c1 (centres undefined)	-4
Cc1c(Br)cccc1NC(=O)C1(C)CCN1Cc1cc2ccccc2o1 (centres undefined)	-10
C/C=C/Cc1nnc(C(=O)N2CCC(O)(CO)C2)o1 (centres undefined)	-16
O=C(c1cc(-c2ccccc2)on1)N1C[C@H](O)[C@@H](N2CCOCC2)C1	-16

Later entries:
SMILES	mcGAS MS inh
N#CC1=C2C=CC=CN2C(c2ccccc2)(C(F)(F)F)N=C1SCC(=O)NC1CC1 (centres undefined)	-5
CC(C)c1c(C(=O)NC2CCS(=O)(=O)C2)cnn1-c1ccc(Cl)cc1 (centres undefined)	7
Cc1nn(CC(=O)N(C)CC(=O)Nc2cccc(F)c2)c(C)c1[N+](=O)[O-]	1
Cc1ccc(-c2ccsc2C(=O)OC(C)C(=O)NC(C)C)cc1 (centres undefined)	0
c1cncc(-c2nc3c(c(NCCC4CCOC4)n2)CCNC3)c1 (centres undefined)	-12
c1ccc(COCC2NCCc3[nH]cnc32)cc1 (centres undefined)	-4
COc1ccc(C=Nn2c(-c3ccc(OC)cc3)csc2=NC2CC2)cc1	-20
C=CCn1nnnc1NCc1ccc(N(CC)CC)cc1	-6
Cc1ccc(-c2csc3ncn(CC(=O)C(C)(C)C)c(=O)c23)s1	-11
O=c1ccc(-c2ccco2)nn1Cc1cccc2ccccc12	-11
CNC(=O)c1ccc(CN2C[C@H]3C[C@H](C2)[C@@H]2CCCC(=O)N2C3)o1	-3
O=C(Cn1cc([N+](=O)[O-])nc1[N+](=O)[O-])N1CCN(c2ccc(F)cc2)CC1	0
CCOC(=O)C(C)C(C#N)c1nc2ccccc2n1C (centres undefined)	-4
Cc1nnc(-c2cc(Br)ccc2N)[nH]c1=O	0
CN(C)CCNc1nc2c(c(=O)[nH]c(=O)n2C)n1CCCc1ccccc1	-7
Cc1ccc(S(=O)(=O)N(C)CC(=O)N(C)c2ccc(C(N)=O)cc2)cc1	1
CC(C)n1ccnc1-c1cc(NCc2ccccn2)nc2[nH]ccc12	-11
CCOc1ccc(C(=O)NS(=O)(=O)c2cc(Br)ccc2C)cc1OC	2
CCC(N)(CC)c1ccc(Cl)c(Cl)c1	-3
COC(=O)[C@@H]1CCCN1Cc1cn(Cc2ccccc2)nc1-c1ccc2c(c1)OCO2	-13
